MC4R antagonist = blocks human MC4R cAMP signaling; P32245; inhibition, % at 6.5 µM; AID 540295; 360,000 compounds, 0.48% hits; MC4R-expressing cells, MTII-stimulated cAMP, LANCE TR-FRET;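 active = inhibition above its plate's cutoff, the mean of tested wells on that plate plus 3 SD, cut at about 29% in these data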;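 also: 0% = Melanotan II alone and 100% = Melanotan II plus saturating MCL0020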
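material = U2OS cells stably expressing human melanocortin 4 receptor (MC4R) | also added = Melanotan II challenge | dosing = single nominal compound dose of 6.5 µM | detection = TR-FRET with Eu-cAMP and labeled anti-cAMP, 671 nm | replication = singlicate | timing = compound 30 min, challenge 1 h, detection 1 h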
ABHD5-PLIN5 inh = ABHD5-PLIN5 protein interaction inhibition; Q00G26+Q8WTS1; Split G. princeps luciferase complementation, luminescence, 4 h; inhibition, % at 4 µM; 360,000 compounds, 0.78% hits;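 active = inhibition above the mean inhibition across every tested compound plus 3 SD, cut at about 22% in these data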;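 also: 0% = DMSO only wells and the 100% control is not disclosed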
Target sequence (Q00G26 whole entry, looked up): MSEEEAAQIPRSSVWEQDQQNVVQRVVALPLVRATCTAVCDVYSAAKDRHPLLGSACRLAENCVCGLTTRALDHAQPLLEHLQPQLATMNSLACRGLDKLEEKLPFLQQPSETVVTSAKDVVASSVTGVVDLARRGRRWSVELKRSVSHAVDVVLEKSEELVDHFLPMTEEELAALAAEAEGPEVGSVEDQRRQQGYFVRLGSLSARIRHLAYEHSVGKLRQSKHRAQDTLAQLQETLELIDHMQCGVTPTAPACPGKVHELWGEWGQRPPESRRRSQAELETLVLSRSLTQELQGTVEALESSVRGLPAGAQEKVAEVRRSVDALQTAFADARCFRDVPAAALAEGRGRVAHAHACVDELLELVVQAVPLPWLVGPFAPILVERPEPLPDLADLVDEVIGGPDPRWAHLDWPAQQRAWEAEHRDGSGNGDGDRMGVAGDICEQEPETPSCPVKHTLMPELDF
Target sequence (Q8WTS1 whole entry, looked up): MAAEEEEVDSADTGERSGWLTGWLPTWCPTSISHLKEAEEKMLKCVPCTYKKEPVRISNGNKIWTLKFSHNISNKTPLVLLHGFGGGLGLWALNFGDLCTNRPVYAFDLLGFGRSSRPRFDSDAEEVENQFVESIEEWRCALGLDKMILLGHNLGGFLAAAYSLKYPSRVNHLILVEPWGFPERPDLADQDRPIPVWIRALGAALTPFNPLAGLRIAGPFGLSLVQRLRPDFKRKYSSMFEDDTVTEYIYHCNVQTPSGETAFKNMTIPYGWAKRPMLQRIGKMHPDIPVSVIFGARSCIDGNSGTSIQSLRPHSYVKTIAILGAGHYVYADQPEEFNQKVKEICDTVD
TLR9-MyD88 block = inhibitors of human TLR9-MyD88 binding. Q9NR96+Q99836. CHO BLA complementation TLR9-MyD88, CCF4 FRET ratio. inhibition, % at 4.98 µM. 340,000 compounds, 0.21% hits. AID 504734;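 active = inhibition above the mean over all tested compounds plus 3 SD, cut at about 21% in these data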;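 also: 0% = DMSO only wells and 100% = clavulanate BLA inhibitor control wells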
Vif inh = inhibitors of HIV Vif; HEK293T cells, Vif self-association by quenched fluorescence, imaging, 24 h; inhibition, % at 7.49 µM; 340,000 compounds, 0.35% hits; AID 602346; in the data active = inhibition above about 50%, passing the limit was not always enough; inconclusive = no clear call, values can overlap the other calls; inactive = below about 31%; also: some results filed as inactive read as strong as hits
Granule exo inh = lytic granule exocytosis inhibition | inhibition, % at 10 µM | TALL-104 LAMP-1 surface exposure, flow cytometry; cells stimulated with thapsigargin and PMA | 360,000 compounds, 0.66% hits;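 active = inhibition above about 55%, limit read from the data; inconclusive = no clear call, values can overlap the other calls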
ABCB6 inh MLPCN = inhibitors of human ABC transporter ABCB6; 360,000 compounds, 0.19% hits; K562-ABCB6 porphyrin accumulation, flow cytometry, 1 h; active compounds read low; fluorescence ratio to DMSO, % at 10 µM; Q9NP58;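 active = fluorescence ratio to DMSO below 75%, the collection mean minus 3 SD; inconclusive = too few cells collected in the well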;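 also: signal is porphyrin accumulated inside mitochondria; 100% equals median channel fluorescence of DMSO control wells; lower ratio means ABCB6 inhibition with less porphyrin fluorescence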
N-glyco inh = N-linked glycosylation inhibition; 360,000 compounds, 0.23% hits; D54 ERlucT glycosylation luciferase reporter, 24 h; percent of 100 nM tunicamycin response; AID 588692; reporter increase, % at 12.5 µM;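 active = mean luciferase reporter signal, scaled so untreated is 0 and the glycosylation-blocking control 100, at or above a set limit in every replicate; inconclusive = mean reaches the limit but not every replicate does; inactive = mean below the limit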;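 also: luciferase carries N-glycosylation sites so blocking glycosylation raises the light; 0% = median of neutral control wells and 100% = median of 100 nM tunicamycin wells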
aDG glyco act = alpha-DG glycosylation activation. Pro5-aDG cells, alpha-DG glycosylation AlphaScreen (IIH6); 0% Pro5, 100% B10-LARGE cell signal. 360,000 compounds, 0.22% hits. activation, % at 10 µM. AID 624168;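 active = activation of at least 8% versus controls, or a plate z-score of at least 8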;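 also: Pro5 are CHO cells carrying HIG-tagged alpha-DG that lacks glycosylation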
MC4R barr agon = agonists of human melanocortin 4 receptor (MC4R) beta-arrestin. U2OS MC4R beta-arrestin complementation, luminescence; percent of melanotan II response, DMSO zero. P32245. 360,000 compounds, 0.98% hits. activation, % at 8.9 µM;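 active = activation above a per-plate cutoff, the mean activation of sample wells on that plate plus 3 SD, cut at about 8% in these data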
NOD2-RIPK2 inh = blocks binding of human NOD2 to RIPK2; 360,000 compounds, 0.38% hits; inhibition, % at 4.98 µM; O43353; CHO BLA complementation NOD2-RIPK2, CCF4 ratio; AID 624267; in the data active = inhibition above about 21%;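 also: 0% = vehicle only and 100% = reference blocker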
An asterisk follows results filed as active; ? = inconclusive; / = not tested or not shown.

SMILES	MC4R antagonist	ABHD5-PLIN5 inh	TLR9-MyD88 block	Vif inh	Granule exo inh	ABCB6 inh MLPCN	N-glyco inh	aDG glyco act	MC4R barr agon	NOD2-RIPK2 inh
Cc1ccccc1CN1C(=O)CSCC1(C)C(=O)NC(C)C (configuration not stated)	/	3	/	/	-5	/	/	0.0	/	15
CCOc1ccc(C(=O)N2CCN(c3ccccc3)CC2)cc1OCC	5	-6	12	-4	0	/	-2	-0.1	3.2	-9
CNC(=O)Nc1cc(C(F)(F)F)cc(C(F)(F)F)c1	2	-6	-3	2	-4	97	1	-0.1	-1.9	-8
COc1ccc(C(=O)N2CCc3ccccc32)cc1S(=O)(=O)N1CCOCC1	18	2	-3	16	-10	101	-2	0.0	1.2	6
CN1CCN(S(=O)(=O)c2ccc(Oc3ccc(F)cc3Br)nc2)CC1	-5	2	-2	2	4	107	-1	0.0	-1.1	-13
CC(=O)NCCCC(=O)NC(CCC(=O)OCc1ccccc1)C(=O)OCc1ccccc1 (configuration not stated)	9	2	-2	-3	-2	99	0	-0.3	-0.9	-9
CCOc1ccc(-n2c(O)c(/C=N/Nc3nnc(C)c(=O)[nH]3)c3ccccc3c2=O)cc1	-3	-5	5	-2	-1	103	-1	0.1	-1.6	8
CCCS(=O)(=O)NC(=O)C1(C)CCCN(C(=O)c2ccc(F)c(Cl)c2)C1 (configuration not stated)	0	6	/	-5	3	97	2	-0.1	0.7	1
O=C(OCC(=O)N1CCCC1=O)c1cc(S(=O)(=O)N2CCOCC2)ccc1Cl	-7	2	-2	3	6	91	0	-0.2	-1.0	8
O=C(Nc1ccccc1N1CCCCC1)c1cccs1	1	5	0	-20	-3	106	-2	0.0	1.9	2
Cc1ccc(N(CN2C(=O)C3C4CCC(C4)C3C2=O)C(=O)c2ccco2)cc1 (configuration not stated)	10	0	4	1	0	97	1	0.0	-0.2	2
Cc1ccc(S(=O)(=O)NC(=O)c2cccn2C)cc1	4	0	3	-4	-2	106	0	-0.1	1.6	-4
COc1cccc(CN2CCN(Cc3[nH]c4ccccc4c3C)CC2CCO)c1 (configuration not stated)	8	8	9	3	-2	95	-1	-0.1	-1.8	7
CC1CCCCC1NS(=O)(=O)CCNC(=O)c1ccc2c(c1)OCO2 (configuration not stated)	6	4	0	-2	4	96	-1	0.1	-2.9	-1
CS(=O)(=O)N(CC(=O)NCCSCc1ccccc1)c1ccccc1Cl	6	-1	-4	2	-7	99	-1	0.0	-2.4	-2
Cc1ccc(C(=O)O/N=C2\CCS(=O)(=O)c3sccc32)cc1	2	-6	-5	7	-3	105	2	-0.5	-2.0	-7
Cn1c(SCc2cccnc2)nc2cccnc21	0	3	-4	7	-2	103	-1	0.1	-0.3	-4
O=C(O)C(c1ccccc1)N1C(=O)/C(=C\c2ccc(-c3ccccc3Cl)o2)SC1=S (configuration not stated)	4	-3	-2	-4	-16	105	-1	0.0	2.4	0
CC1(C(=O)Nc2cccc3ccccc23)CCN1C(=O)Cc1ccccc1Cl (configuration not stated)	-4	-8	/	3	-2	101	-2	0.2	-2.2	4
Oc1cccc(/C=N/N=C/c2cccc(O)c2O)c1O	-10	6	3	31	14	106	0	0.0	0.6	-6
Oc1ccc(N2CCN(Cc3ccc(OCCCN4CCCCC4)cc3)CC2)cc1	25	7	-5	6	7	102	-6	-0.3	1.4	1
O=C(COC(=O)CCC(=O)c1ccc(F)cc1)Nc1ccccc1	-8	-2	14	0	-2	105	2	0.2	-0.8	0
Cn1cc(C=C2C(=O)CC(C)(C)CC2=O)c2ccccc21	4	6	2	3	-4	111	2	0.4	-2.5	-13
CC(C)n1ncc2c(C(=O)Nc3cccc(S(=O)(=O)N(C)C)c3)cc(C3CC3)nc21	1	7	5	-12	0	95	-3	-0.4	0.0	-9
COc1ccc(-c2cc(C(=O)Nc3ccccc3)on2)cc1	10	4	-22	7	-13	94	-3	-0.1	0.7	-1
New compounds follow
SMILES	MC4R antagonist	ABHD5-PLIN5 inh	TLR9-MyD88 block	Vif inh	Granule exo inh	ABCB6 inh MLPCN	N-glyco inh	aDG glyco act	MC4R barr agon	NOD2-RIPK2 inh
CN(c1ccccc1C(=O)Nc1cccc([N+](=O)[O-])c1)S(=O)(=O)c1ccccc1	-1	0	-5	-4	23	94	-1	-0.1	2.8	-5
CCOC(=O)COC(=O)c1ccc(O)cc1	3	-5	4	6	1	97	2	-0.1	-2.9	-7
O=C(Nc1ccc2c(c1)OCCO2)c1ccncc1	0	-5	-3	15	4	93	-3	-0.2	0.8	6
CCCOc1ccc(N2C(=O)CC(SC(=NCC)Nc3cccc(F)c3)C2=O)cc1 (configuration not stated)	4	0	11	4	1	99	0	-0.1	6.9	3
O=C(O)c1ccc(CN2C(=O)c3ccccc3S2(=O)=O)cc1	-2	5	0	1	1	96	1	-0.2	-1.8	-3
CCOc1ccc(NC(=O)CNc2cccc(S(=O)(=O)N3CCCCCC3)c2)cc1OCC	12	-1	-11	-22	-12	91	-3	0.7	-0.3	-10
COc1ccc(-c2coc3c(C(=O)NC4CCCCC4)cccc23)c(C)c1	14	5	/	-37	-2	102	-6	1.3	-1.7	-10
CSc1nc2ccccc2c(=O)n1C1CCOC(C)(C)C1 (configuration not stated)	4	8	-15	0	3	99	0	-0.1	-0.9	1
Cc1ccc(S(=O)(=O)N2CCN(C(=O)CCC(=O)NCCc3ccc(F)cc3)CC2)cc1	-4	-6	-2	16	-4	92	-1	-0.2	-2.1	-8
Oc1ccc(C=Nc2cccc3ncccc23)c(O)c1	-7	-10	4	10	3	104	6	-0.3	-1.9	-1
Cc1ccc2c(=O)oc(N(C)C)nc2c1	5	2	-8	14	1	99	1	-0.1	3.1	-2
COc1ccccc1CNC(=O)CNC(=O)Cn1cnc2ccccc2c1=O	7	0	12	/	15	186	2	-0.2	-0.1	1
CCCn1cnnc1CNC(=O)C1CCC(=O)N(CCCc2ccccc2)C1 (configuration not stated)	14	7	-9	-6	19	104	-1	-0.5	0.2	1
Cc1ccc(S(=O)(=O)NCCC(=O)N2CCC(C)CC2)cc1	-5	1	-3	0	1	98	1	0.0	-1.2	-1
CCN(CC)S(=O)(=O)c1cc(C(=O)n2cccn2)c(Cl)cc1Cl	5	-5	-4	-7	-4	103	3	0.0	0.1	2
O=C(Nc1ccc(NC(=O)c2ccc(Cl)cc2Cl)cc1)c1ccc2c(c1)OCO2	15	-1	-3	-4	0	96	-2	0.2	-1.1	4
O=C(NCc1ccccc1Br)c1cccc2c1C(=O)c1ccc(-c3ccc(OC(F)(F)F)cc3)cc1S2(=O)=O	4	-1	-4	?	-10	95	156*	-0.5	0.4	-12
CC(C)CN(CCCNC(=O)CN1C(=O)COc2ccc(S(=O)(=O)N3CCCCCC3)cc21)CC(C)C	10	-1	-2	-3	2	96	-3	-0.2	-0.9	-1
C/C(=N/NC(=O)c1ccc(C(C)(C)C)cc1)c1cccnc1	8	-3	/	5	-18	97	0	-0.2	0.2	5
Cc1ccc(COC(=O)CCN=C2NS(=O)(=O)c3ccccc32)cc1	2	16	10	3	-4	99	-2	0.2	-3.9	-1
CCOC(=O)c1ccc(NC(=O)Cn2ncc(Cl)c(Cl)c2=O)cc1	18	18	27*	-1	37	106	-2	-0.9	-2.6	52*
CN1OC[C@@H]2CN(Cc3ccccc3)[C@H](c3cccc(Oc4ccccc4)c3)C[C@@H]21	12	-5	-6	-4	-1	98	-2	0.0	0.8	0
N/C(=N\OC(=O)COc1ccc(Cl)cc1)c1ccc(Cl)cc1	4	-7	7	-4	7	86	1	0.4	-1.2	-7
CN(Cc1ccccc1)C(=O)c1cccc(NC(=O)Cc2ccc([N+](=O)[O-])cc2)c1	0	-4	-7	-5	1	95	-5	1.0	-2.5	-1
COc1cc(COCC(O)CN2CCN(CCN3C(=O)c4cccc5cccc(c45)C3=O)CC2)cc(OC)c1OC (configuration not stated)	9	6	2	-9	2	101	23	0.4	0.1	-24

Whole records, looked up by structure. Order of values: MC4R antagonist, ABHD5-PLIN5 inh, TLR9-MyD88 block, Vif inh, Granule exo inh, ABCB6 inh MLPCN, N-glyco inh, aDG glyco act, MC4R barr agon, NOD2-RIPK2 inh
Cc1ccc(COC(=O)CCN=C2NS(=O)(=O)c3ccccc32)cc1 is entered as 2, 16, 10, 3, -4, 99, -2, 0.2, -3.9, -1
Cc1ccc(S(=O)(=O)NCCC(=O)N2CCC(C)CC2)cc1 is entered as -5, 1, -3, 0, 1, 98, 1, 0.0, -1.2, -1

At a glance, part of the list above.
SMILES	MC4R antagonist	ABHD5-PLIN5 inh	TLR9-MyD88 block	Vif inh	Granule exo inh	ABCB6 inh MLPCN	N-glyco inh	aDG glyco act	MC4R barr agon	NOD2-RIPK2 inh
CCCn1cnnc1CNC(=O)C1CCC(=O)N(CCCc2ccccc2)C1 (configuration not stated)	14	7	-9	-6	19	104	-1	-0.5	0.2	1
Cc1ccc(S(=O)(=O)NCCC(=O)N2CCC(C)CC2)cc1	-5	1	-3	0	1	98	1	0.0	-1.2	-1
CCN(CC)S(=O)(=O)c1cc(C(=O)n2cccn2)c(Cl)cc1Cl	5	-5	-4	-7	-4	103	3	0.0	0.1	2
O=C(Nc1ccc(NC(=O)c2ccc(Cl)cc2Cl)cc1)c1ccc2c(c1)OCO2	15	-1	-3	-4	0	96	-2	0.2	-1.1	4
O=C(NCc1ccccc1Br)c1cccc2c1C(=O)c1ccc(-c3ccc(OC(F)(F)F)cc3)cc1S2(=O)=O	4	-1	-4	?	-10	95	156*	-0.5	0.4	-12

The listing continues.
SMILES	MC4R antagonist	ABHD5-PLIN5 inh	TLR9-MyD88 block	Vif inh	Granule exo inh	ABCB6 inh MLPCN	N-glyco inh	aDG glyco act	MC4R barr agon	NOD2-RIPK2 inh
COc1ccc(C(=O)Nc2ccccc2N2CCCCC2)cc1[N+](=O)[O-]	-7	9	-4	4	0	107	-1	0.0	0.9	-5
CNC(=S)N(C)[C@H]1c2c(ccc3ccccc23)OC[C@H]1CO	11	-5	-8	-7	-1	100	-3	-0.2	-1.3	-3
CCN(CC)S(=O)(=O)c1cc(C(=O)OCC(=O)Nc2c(F)cccc2F)ccc1F	6	-2	-4	2	-2	105	-1	0.0	-1.2	8
C=CCNC(=O)c1ccc(NC(=O)C2=CSCCO2)cc1	-4	-1	-2	-4	-2	100	-11	-0.3	-0.6	-10
COc1ccc(S(=O)(=O)NC2CCCC2)cc1C(N)=O	-5	3	-3	6	1	98	0	0.1	-2.0	3
Cc1cc(/C=N/n2cnnc2)c(O)c([N+](=O)[O-])c1	0	1	0	4	-2	104	0	-0.3	-1.7	1
CCCN1CCN(C(=O)c2c(Cl)cnn2C)CC1	-1	-4	0	3	-5	107	-1	-0.3	-0.2	-1
CCOC(=O)Nc1nnc(-c2cccc(OC)c2)s1	19	1	-15	-2	0	92	1	-0.2	-1.5	3
Cc1ccc(-n2nnnc2SCC(=O)Nc2cccc(NC(=O)c3ccco3)c2)cc1C	2	2	-9	-18	1	128	-3	0.2	-1.8	-5

Bioassay records as filed in PubChem BioAssay.

Only part of the results is shown (hit frequency here may not be typical).
